Source: PubChem
GBA enhancer = increases beta-glucosidase activity in Gaucher fibroblasts; AID 784; activation, % at 10 µM; P04062; actives 0.44% (n = 30,000); L444P Gaucher fibroblasts, 4-MU-glucoside fluorescence, 3 days; in the data active = activation above about 65%;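 also: 0% = vehicle wells and 100% = positive control wells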
Target sequence (P04062 whole entry L483P): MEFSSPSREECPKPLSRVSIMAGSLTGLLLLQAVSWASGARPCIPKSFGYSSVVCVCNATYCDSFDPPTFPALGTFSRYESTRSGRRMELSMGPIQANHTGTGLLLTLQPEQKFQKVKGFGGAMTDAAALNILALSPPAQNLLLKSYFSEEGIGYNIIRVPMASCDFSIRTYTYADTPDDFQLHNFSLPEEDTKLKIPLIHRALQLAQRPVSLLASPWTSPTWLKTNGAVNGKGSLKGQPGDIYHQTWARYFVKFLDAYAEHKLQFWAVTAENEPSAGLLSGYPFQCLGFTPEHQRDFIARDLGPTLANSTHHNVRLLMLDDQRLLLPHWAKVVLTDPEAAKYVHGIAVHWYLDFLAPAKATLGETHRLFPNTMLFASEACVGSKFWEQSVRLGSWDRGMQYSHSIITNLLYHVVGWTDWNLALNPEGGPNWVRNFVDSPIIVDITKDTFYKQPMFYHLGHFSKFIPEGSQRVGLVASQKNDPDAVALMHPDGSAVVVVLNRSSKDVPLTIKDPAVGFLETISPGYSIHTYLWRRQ
* hit, by the source's call. These rows are one share of the data, so the mix of outcomes need not match the whole.

Compound	GBA enhancer
CCn1c(=N)n(CC(O)COc2cccc(C)c2)c2ccccc21 (stereo not given)	-11.1
Cc1cc2nc3c(c(=O)n2[nH]1)CCCC3	-4.2
COc1ccc(-n2ncc3c(N4CCCc5ccccc54)ncnc32)cc1	-3.5
COc1ccc(Cn2c(=O)[nH]c3cc(C(=O)NCCCN4CCCC4)ccc3c2=O)cc1	-10.4
CCOC(=O)C(C)Sc1nc2ccccc2c(=O)n1CC (stereo not given)	-14.1
CCc1c(C)nc(SCC(=O)CC(=O)OC(C)C)c(C#N)c1C	34.3
CCOC(=O)CSc1nc(C2CC2)nc2ccccc12	-0.1
Cc1[nH]c2ccccc2c1C(=O)CN1CCN(C2CCCCC2)CC1	-6.2
O=C(Nc1ccc(N2CCOCC2)c(Cl)c1)c1cccnc1	-2.7
O=C(c1ccccc1)c1ccccc1C(=O)N1CCOCC1	-8.9
N#Cc1c(N)c(C(=O)c2ccc(Cl)cc2)n2c1CCC2	-8.3
O=C(CSc1ncnc2c1oc1ccccc12)Nc1cccc(Cl)c1	-38.0
O=C(Nc1ccc2c(c1)CCC2)c1cnn2c1NC(c1ccco1)CC2C(F)(F)F (stereo not given)	-49.4
CC1CCC(NC(=O)c2cc3c(s2)CS(=O)(=O)C3)CC1 (stereo not given)	-7.2
Cc1cc(C)nc(Sc2ccc3nnc(C(F)(F)C(F)(F)C(F)(F)F)n3n2)n1	-22.6
CCOC(=O)C1=C(Cn2cnc3ccccc32)NC(=O)NC1c1cc(C)ccc1C (stereo not given)	6.4
COc1ccc(CN(Cc2ccccn2)S(=O)(=O)c2ccc(-n3cnnn3)c(OC)c2)cc1	2.6
CCSc1nc2c(c(=O)n(C)c(=O)n2C)n1Cc1ccc(Cl)cc1	-22.6
CC(C)N(C(=O)N1CCC(c2nc(-c3ccncc3)no2)CC1)C(C)C	23.2
COc1ccccc1CNC(=O)C1CCN(c2nc3ccccc3o2)CC1	15.9
COc1ccc(C2Sc3nncn3N2Cc2ccc(C#N)cc2)cc1 (stereo not given)	-10.2
CN(C)c1ccc(P(=O)(OC2CCCCC2)C(O)c2cccnc2)cc1 (stereo not given)	-0.9
CCOC(=O)c1c(C)n(C)c2ccc(OCC(O)Cn3nc(C)c(Br)c3C)cc12 (stereo not given)	-18.2
O=C(O)C1CCCCC1C(=O)NCCc1ccccc1 (stereo not given)	-26.5
CC(=O)N1CCN(C(=O)CNc2cc(C(F)(F)F)ccc2OCC(F)(F)F)CC1	-28.9
N#Cc1cccc(NC(=O)COc2ccc(-n3ccnc3)cc2)c1	-11.0
Cc1onc(-c2ccccc2)c1C(=O)Nc1ccnn1C1CCCCC1	10.8
N=c1n(CCN2CCCCC2)c2ccccc2n1CC(O)c1cccc(Br)c1 (stereo not given)	-86.1
O=C(O)C1CSC(c2ccncc2)N1 (stereo not given)	-16.4
COc1ccc(NC(=O)C2C(=O)N(CCO)C3(C)CC2c2ccccc2O3)cc1 (stereo not given)	-3.4
O=C(O)CCN1C(=O)c2ccncc2C1=O	-24.7
COc1ccc(OCC(=O)OCCN2C(=O)c3ccccc3C2=O)cc1	-19.3
Cc1cc(C(=O)OCC(=O)NC(=O)NC(C)(C)C)c(C)o1	-20.1
CCOc1cccc(C2C(C#N)=C(N)Oc3cc(C)n(Cc4ccccn4)c(=O)c32)c1OCC (stereo not given)	-0.8
c1ccc(-c2nc3ccccc3c3nncn23)cc1	-10.3
N#Cc1cn(CC(=O)NCc2cccnc2)c2ccccc12	-49.4
COCCNc1nnc(SCC(=O)c2ccc3c(c2)OCO3)s1	-32.6
CCOC(=O)N1CCN(C(=O)c2n[nH]c(=O)c3ccccc23)CC1	-3.6
CSCCC(NS(=O)(=O)/C=C/c1ccccc1)C(=O)N1CCC(C)CC1 (stereo not given)	-5.3
CCC(=O)N1CCc2cc(S(=O)(=O)NC(C(=O)Nc3cccc(C)n3)C(C)C)ccc21 (stereo not given)	1.3
O=C(CN1C(=O)c2ccccc2S1(=O)=O)N1CCN(c2ccccc2)CC1	-22.4
O=C(c1ccccc1/S(=N/S(=O)(=O)c1ccccc1)N1CCOCC1)N1CCOCC1 (stereo not given)	-5.2
CCCC(=O)Nc1ccc(OCC(O)CNC(C)C)c(C(C)=O)c1 (stereo not given)	-44.5
COCCCNC(=O)C1CCN(S(=O)(=O)N(CC(C)C)CC(C)C)CC1	-5.0
CCOC(=O)CN1C(=O)C(O)=C(C(C)=O)C1c1ccc(F)cc1 (stereo not given)	-14.0
N#Cc1cc(-c2ccccc2)nn1-c1ccccc1	-24.1
COC(=O)COc1ccc(S(=O)(=O)Nc2cc(OC)ccc2OC)cc1	3.5
Cn1c2c(c3ccccc31)CCSC2=O	-19.4
O=C(CN1C(=O)c2ccccc2C1=O)N1CCCCC1	0.4
CCOc1cc(S(=O)(=O)n2cc(-c3ccc(F)cc3)c(N)n2)cc(OCC)c1OCC	-16.6
CCOC(=O)c1sc(NC(=O)CSc2nnc(C(C)C)n2CC)nc1C	-6.8
O=c1c2c3nc4ccccc4nc3n(Cc3ccccc3)c2ncn1Cc1ccco1	-99.2
CCn1cc(C(=O)NCc2cccs2)c(=O)c2cc(S(=O)(=O)N3CCOCC3)ccc21	-5.1
COc1cccc(-c2nn(C)c3sc(C(=O)Nc4ccc5c(c4)OCCO5)cc23)c1	-9.2
Cc1noc(C)c1CN1C(=O)NC(Cc2ccccc2)(Cc2ccccc2)C1=O	2.7
COc1cc2c(cc1NC(=O)CSc1nnc(Cc3cccs3)n1C)oc1ccccc12	-6.9
CCOc1ccc(OCC)c(NC(=O)CCCN2C(=O)c3cccnc3C2=O)c1	-17.1
CCCn1c(SC2C(=O)CC(C)(C)CC2=O)nc2c1c(=O)n(C)c(=O)n2C	-28.7
CC(C)Cn1cc(C(=O)N2CCN(c3ccccn3)CC2)c2c3ccccc3n(C)c2c1=O	-1.3
O=C(Nc1ccc(F)c(F)c1)c1cccnc1	-7.7

Next results
Compound	GBA enhancer
CCCCN(C)S(=O)(=O)c1ccc(C(=O)Nc2nnc(CSC)o2)cc1	0.0
Cc1cc(C(=O)Nc2sc(C)c(-c3ccc(F)cc3)c2C(N)=O)no1	0.6
O=C(Nc1ccc2oc(Cc3ccc(Cl)cc3)nc2c1)c1cccnc1	5.7
CN(C)/C=N/c1c(C(=O)NCc2ccccc2)nnn1Cc1ccccc1	5.3
CC1(C)CC(=O)N(CC(=O)O)c2ccccc2S1	88.5*
O=C(c1ccco1)N1CCN(c2nc(C(F)(F)F)nc3c2nnn3Cc2ccccc2)CC1	3.3
COc1ccc(OC)c(C(=O)Cn2nnc3ccccc3c2=O)c1	-13.4
O=c1[nH]c(=S)[nH]nc1Cc1ccccc1	-56.3
O=C(Nc1ccccc1)N1CCCC(c2nc(-c3cccs3)no2)C1 (stereo not given)	-16.6
O=c1[nH]c2cc3c(cc2cc1C(c1nnnn1C1CCCCC1)N1CCSCC1)OCCO3 (stereo not given)	-22.0
CCC(C)NC(=O)C1(C)CCC(=O)N1Cc1ccccc1OC (stereo not given)	-6.6
COc1ccc(CNc2cc(C)ccc2C)c(OC)c1OC	2.4
CCNc1nc(SCCOc2ccccc2)nc(N(C)C)n1	-10.6
CCN1C(=O)CC(C(=O)Nc2ccc(F)cc2)SC1=Nc1ccc2c(c1)OCO2 (stereo not given)	12.6
COc1ccc(C(=O)CSc2nnc(COc3ccccc3)n2Cc2ccco2)cc1	-7.1
COc1ccc(C(NC(=O)c2ccco2)c2ccc(OC)c(OC)c2)cc1OC	-2.3
CCOC(=O)C(C)Sc1nc(-c2ccc(OC)cc2)nc2c1c(=O)n(C)c(=O)n2C (stereo not given)	1.2
O=C(CSc1nnnn1Cc1ccccc1)c1ccccc1	-18.6
Cn1c(=O)cc(SCC(=O)Nc2cccnc2)c2ccccc21	-18.6
Cc1ccc(CS(=O)(=O)CCC(=O)NCc2cccs2)cc1	-9.1
N#Cc1ccccc1NC(=O)c1ccc(-c2ccccc2Cl)o1	-8.0
Cc1ccc(Nc2nnc(SCc3cc(=O)n4ccsc4n3)s2)c(C)c1	-5.1
Brc1ccccc1-c1nnc2sc(-c3ccc4c(c3)OCCO4)nn12	-40.8
CCCCNC1C(CC)C(CCC)C(C#N)(C#N)C1(C#N)C#N (stereo not given)	-7.7
C/C(Cl)=C\CSc1nnc2n(N)c(=O)c3ccccc3n12	-31.6
C=CCN(CC=C)S(=O)(=O)c1ccc2nc(NC(=O)C(C)C)sc2c1	-65.9
O=C(CCCN1C(=O)c2ccccc2C1=O)NCCCN1CCOCC1	-22.3
COC(=O)CSc1nnc(CNC(=O)c2ccccc2OC)n1C	-14.2
Cc1ccc(C(C(=O)NC2CCCC2)N(Cc2ccco2)C(=O)CCC(=O)Nc2ccccn2)cc1 (stereo not given)	-2.1
CC1Cc2ccccc2N1S(=O)(=O)c1cccc(C(=O)NCCCO)c1 (stereo not given)	-14.9
O=C(NCc1ccco1)c1cccc(F)c1	5.2
Cn1c(C(C#N)C(=O)c2sc3ccccc3c2Cl)nc2ccccc21 (stereo not given)	-14.8
CCOC(=O)C1C(C)N=C2SCC(=O)N2C1c1cccc(Br)c1 (stereo not given)	-28.6
O=C(NCC(c1cccnc1)N1CCOCC1)Nc1ccccc1 (stereo not given)	-11.5
CC1CN(Cc2nc3c(c(=O)[nH]c(=O)n3C)n2CCN2CCOCC2)CC(C)O1 (stereo not given)	-31.4
Cc1cc(C)nc(N2CCC(C(=O)NCc3cccc(C(F)(F)F)c3)CC2)n1	-42.2
COc1ccc(OC)c(C2C3=C(CCCC3=O)Nc3c2c(=O)n(C)c(=O)n3C)c1 (stereo not given)	16.7
CCC(=O)Nc1ccc(Cl)c(NC(=O)C(C)C)c1	-10.8
Nc1nonc1-c1noc(COc2ccccc2Cl)n1	23.9
Cc1c(NS(=O)(=O)CC23CCC(CC2=O)C3(C)C)c(=O)n(-c2ccccc2)n1C (stereo not given)	-32.0
O=C(O)c1ccccc1C(=O)c1cccs1	8.1
Cc1nccn1CC(=O)O	20.9
c1ccc(-c2nn3c(C4COc5ccccc5O4)nnc3s2)cc1 (stereo not given)	-23.8
CC(C)C[C@H](N)c1nnc(S(=O)(=O)Cc2cccc(F)c2)o1	-22.7
CCOc1ccc2[nH]c(=O)c(CN(Cc3ccco3)C(=O)c3ccc(Br)cc3)cc2c1	-90.0

Reformatted with each value named: entries from further up
Cc1c(NS(=O)(=O)CC23CCC(CC2=O)C3(C)C)c(=O)n(-c2ccccc2)n1C (stereo not given)
  GBA enhancer: -32.0
O=C(O)c1ccccc1C(=O)c1cccs1
  GBA enhancer: 8.1
Cc1nccn1CC(=O)O
  GBA enhancer: 20.9
c1ccc(-c2nn3c(C4COc5ccccc5O4)nnc3s2)cc1 (stereo not given)
  GBA enhancer: -23.8

Next section:
Compound	GBA enhancer
Cc1ccc2nc(-c3ccc(SCC(=O)Nc4cc(C)on4)nc3)[nH]c2c1	-36.6
O=C(CSc1ncccc1C(=O)O)NCCC1=CCCCC1	-20.2
CSc1nc(-c2ccccc2O)nc(-c2ccccc2O)n1	-3.1
CCCCOc1ccc(C2(C)CC(=O)NC2=O)cc1 (stereo not given)	-10.4
CC(=O)Cc1nsc(NC(=O)c2ccc(-c3ccc(Cl)c(C(F)(F)F)c3)o2)n1	-8.7
CCCS(=O)(=O)N1CCCC(C(=O)N2CCN(C(=O)OCC)CC2)C1 (stereo not given)	4.7
Cc1cc2cc(CCNC(=O)c3ccc(S(=O)(=O)N4CCOCC4)cc3)c(=O)[nH]c2cc1C	-62.4
Cc1cc(C(=O)COC(=O)CCc2nc3ccccc3s2)c(C)n1C	-11.4
CCCc1cc(=O)[nH]c(SC(CC)C(=O)Nc2ccccc2C#N)n1 (stereo not given)	1.8
CC(c1ccccc1)C1NC(C(=O)O)CS1 (stereo not given)	7.7
CC1CCN(CCn2c(=S)[nH]c3ncccc3c2=O)CC1	-11.5
COC(=O)C(C)Sc1nc2c(c(=O)[nH]c(=O)n2C)n1CCC(C)C (stereo not given)	-0.2
O=C1CC(N2CCCCCC2)C(=O)N1c1ccc2c(c1)OCO2 (stereo not given)	-36.6
CCOc1cc(C(=O)N2CCCC2)cc(OCC)c1OCC	4.8
Cn1cc(CC(=O)Nc2cccc(C#N)c2)c2ccccc21	-3.2
CCOC(=O)CSc1nnc(-c2cccs2)n1-c1ccccc1	-4.8
CN(C(=O)c1ccccc1)C1(C)CCS(=O)(=O)C1 (stereo not given)	-1.1
CCCOc1ccc(C(=O)NCc2ccco2)cc1	-3.9
COCCOC(=O)C1=C(C)NC(=O)N(C(C)=O)C1c1ccc(Cl)cc1 (stereo not given)	-5.9
CN(c1ccccc1C(=O)N1CCN(c2cccc(Cl)c2)CC1)S(C)(=O)=O	1.1
CCCC(=O)Nc1ccc(C(=O)O)cc1NC(=O)CCC	2.8
CCOc1cccc(CN2CCN(c3cccc(C(F)(F)F)c3)CC2)c1O	-4.8
COc1cc(CN(C)CCc2ccccn2)cc(OC)c1OC	-1.6
Cc1cc(C)n(-c2cc(=O)n(C)c(=O)n2C)n1	1.8
COc1ccc2c(c1)Cc1sc(NC(C)=O)nc1-2	14.3

Reformatted field by field: part of the list above.
> Cc1cc(C)n(-c2cc(=O)n(C)c(=O)n2C)n1
  GBA enhancer = 1.8
> COc1cc(CN(C)CCc2ccccn2)cc(OC)c1OC
  GBA enhancer = -1.6
> CCOc1cccc(CN2CCN(c3cccc(C(F)(F)F)c3)CC2)c1O
  GBA enhancer = -4.8
